Source: PubChem BioAssay (The Scripps Research Institute Molecular Screening Center)
CHRM5 antagonist: CHRM5 antagonism in calcium assay; AID 624040; CHO-hM5 cells, Fluo-8 calcium fluorescence, ACh EC80; P08912; inhibition, % at 3 µM; actives 0.59% (n = 360,000);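 active = inhibition above a per-plate cutoff, the mean of that plate's test compounds plus 3 SD, cut at about 27% in these data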;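 also: 0% = acetylcholine EC80 with DMSO and 100% = DMSO without agonist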
Target sequence (P08912 whole entry, looked up): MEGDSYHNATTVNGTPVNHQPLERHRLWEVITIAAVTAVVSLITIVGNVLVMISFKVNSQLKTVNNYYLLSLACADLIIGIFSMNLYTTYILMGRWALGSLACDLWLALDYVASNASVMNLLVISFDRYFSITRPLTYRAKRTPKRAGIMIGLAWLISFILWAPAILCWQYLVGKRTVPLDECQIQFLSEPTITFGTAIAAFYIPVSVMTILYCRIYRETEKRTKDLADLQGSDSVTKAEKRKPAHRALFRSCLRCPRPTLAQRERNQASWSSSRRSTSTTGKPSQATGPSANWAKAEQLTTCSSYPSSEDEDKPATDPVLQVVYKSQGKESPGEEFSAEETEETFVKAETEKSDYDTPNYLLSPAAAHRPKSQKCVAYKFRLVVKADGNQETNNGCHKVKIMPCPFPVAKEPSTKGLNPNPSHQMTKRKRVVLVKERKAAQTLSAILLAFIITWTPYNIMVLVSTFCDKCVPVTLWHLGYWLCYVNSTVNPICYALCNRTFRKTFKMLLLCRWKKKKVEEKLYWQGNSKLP
CHRM5 agonist: agonists of human muscarinic M5 receptor (CHRM5); P08912; CHO-K1 hM5 cells, Fluo-8 calcium fluorescence; 0% DMSO wells, 100% maximal acetylcholine response; activation, % at 3 µM; actives 0.19% (n = 360,000); AID 624037;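 active = activation above the run's mean over test compounds plus 3 SD, cut at about 23% in these data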;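 also: signal is peak over basal fluorescence ratio across the kinetic read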
CHO-K1 Ca antag: counter-screen for M1 antagonists: effect in parental CHO-K1 cells; ATP-induced calcium, Fluo-8 fluorescence; inhibition, % at 3 µM; actives 0.6% (n = 360,000); AID 602250;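 active = inhibition above a per-plate cutoff, the plate's mean sample inhibition plus 3 SD, cut at about 24% in these data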;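 also: 0% = DMSO plus EC80 ATP and 100% = DMSO alone without ATP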
M4 ag: agonists of human muscarinic M4 receptor (CHRM4) | activation, % at 3 µM | actives 0.14% (n = 360,000) | P08173 | CHO-K1 hM4/Gqi5, Fluo-8 calcium fluorescence; vehicle 0%, full acetylcholine response 100%;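 active = activation above the run mean over all test wells plus 3 SD, cut at about 32% in these data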;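 also: peak over basal fluorescence ratio per well then scaled between controls; 0% = DMSO wells and 100% = acetylcholine at EC100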
Target sequence (P08173 whole entry, looked up): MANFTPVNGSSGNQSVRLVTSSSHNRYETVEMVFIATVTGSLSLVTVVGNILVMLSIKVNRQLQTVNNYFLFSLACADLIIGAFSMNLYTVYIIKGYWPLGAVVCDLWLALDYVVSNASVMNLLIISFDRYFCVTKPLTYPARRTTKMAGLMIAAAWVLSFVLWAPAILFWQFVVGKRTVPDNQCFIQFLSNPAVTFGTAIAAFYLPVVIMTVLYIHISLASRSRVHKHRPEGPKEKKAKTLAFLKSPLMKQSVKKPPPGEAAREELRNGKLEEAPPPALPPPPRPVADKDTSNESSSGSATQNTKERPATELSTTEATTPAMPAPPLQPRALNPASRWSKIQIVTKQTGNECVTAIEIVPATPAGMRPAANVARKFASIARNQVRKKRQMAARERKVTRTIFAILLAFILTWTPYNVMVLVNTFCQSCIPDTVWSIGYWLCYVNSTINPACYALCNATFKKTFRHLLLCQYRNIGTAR
CHO-K1 Ca ag: M1 agonist counterscreen hit in parental CHO-K1 cells | Fluo-8 calcium fluorescence; scaled to maximal ATP response, vehicle zero | activation, % at 3 µM | actives 0.48% (n = 360,000) | AID 602248; in the data active = activation above about 15%;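 also: untransfected CHO-K1 host cells lacking M1 receptor as counterscreen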
CHO-K1 Ca PAM: nonselective activator or artifact in parental CHO-K1 calcium assay; actives 0.02% (n = 360,000); ATP EC20, Fluo-8 calcium fluorescence; 0% at ATP EC20, 100% at ATP max; activation, % at 3 µM; AID 602247;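 active = activation above the run cutoff, the mean activation of all test compounds plus 3 SD, cut at about 40% in these data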;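 also: peak over basal fluorescence ratio in a 140 s read after ATP addition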
M5 PAM: positive allosteric modulators of human muscarinic M5 receptor; CHO-K1 hM5, Fluo-8 calcium, ACh EC20 PAM; 0% = ACh EC20, 100% = ACh EC100; AID 624038; actives 0.3% (n = 360,000); P08912; activation, % at 3 µM;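 active = activation above the run cutoff, the mean activation of all test compounds plus 3 SD, cut at about 18% in these data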
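Replicates: One well per compound, no replicates | System: Human M5 receptor in CHO-K1 cells | Benchmarks: Low control EC20 acetylcholine (0%), high control EC100 acetylcholine (100%) | Probe or stimulus: Acetylcholine, EC20 level | Times: Fluo-8 loading 80 min at 37 °C plus 30 min room temperature | Signal: Intracellular calcium via Fluo-8 fluorescence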
M4 PAM: positive allosteric modulators of human muscarinic M4 receptor; CHO-K1 hM4/Gqi5, Fluo-8 calcium fluorescence, ACh EC20; 0% = ACh EC20, 100% = maximal ACh; actives 0.4% (n = 360,000); AID 624126; P08173; activation, % at 3 µM;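 active = activation above its plate's cutoff, the mean activation of sample wells plus 3 SD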; also: some results filed as inactive read as strong as hits
M4 antag: blocks acetylcholine activation of human M4 receptor. P08173. CHO-hM4 cells, ACh EC80, Fluo-8 calcium fluorescence. inhibition, % at 3 µM. actives 0.73% (n = 360,000). AID 624125;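 active = inhibition above its plate's cutoff, the mean inhibition of sample wells plus 3 SD, cut at about 27% in these data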;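 also: 0% = acetylcholine EC80 with DMSO and 100% = DMSO without agonist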
* marks the source's active call; other numbers are inactive results.

Cc1ccc(NC(=O)COC(=O)Cc2csc(-c3cccc(F)c3)n2)cc1C was read as CHRM5 antagonist 8.2, CHRM5 agonist -2.2, CHO-K1 Ca antag -11.5, M4 ag 1.3, CHO-K1 Ca ag 0.6, CHO-K1 Ca PAM 25.7, M5 PAM -2.6, M4 PAM -3.3 and M4 antag -0.5.
Screening O=C(CCCn1nnnc1CN1CCOCC1)N1CCC(c2ccccc2F)C1 (configuration not stated) returned CHRM5 antagonist 18.8, CHRM5 agonist -6.4, CHO-K1 Ca antag -11.0, M4 ag 1.4, CHO-K1 Ca ag 0.8, CHO-K1 Ca PAM 10.4, M5 PAM -6.1, M4 PAM 0.0 and M4 antag -0.2.
`O=C(COC(=O)CSc1ccc([N+](=O)[O-])cc1)NCC1CCCO1` (configuration not stated) gave CHRM5 antagonist -0.4, CHRM5 agonist -4.6, CHO-K1 Ca antag 11.3, M4 ag 0.4, CHO-K1 Ca ag 0.7, CHO-K1 Ca PAM -18.1, M5 PAM 2.4, M4 PAM -2.2 and M4 antag 7.8.
`CCOc1cc(C(=O)NCC(C)CN(C)C)cc(OCC)c1OCC` (configuration not stated) gave CHRM5 antagonist 5.8, CHRM5 agonist -1.4, CHO-K1 Ca antag -11.3, M4 ag 0.0, CHO-K1 Ca ag 0.3, CHO-K1 Ca PAM 27.4, M5 PAM -1.9, M4 PAM 0.9 and M4 antag 6.9.
Screening CCN(CC)C(=S)Nc1ccc2nc3n(c(=O)c2c1)CCCCC3 returned CHRM5 antagonist 1.0, CHRM5 agonist -1.8, CHO-K1 Ca antag -17.2, M4 ag 1.3, CHO-K1 Ca ag 0.2, CHO-K1 Ca PAM 0.0, M5 PAM 2.1, M4 PAM 2.7 and M4 antag -7.7.
For COc1ccc(C(CC(=O)Nc2nccs2)n2cccc2)cc1 (configuration not stated) the results were CHRM5 antagonist -0.1, CHRM5 agonist 2.6, CHO-K1 Ca antag 8.1, M4 ag 3.3, CHO-K1 Ca ag 0.7, CHO-K1 Ca PAM -8.7, M5 PAM -5.1, M4 PAM 9.7 and M4 antag -8.0.
For O=C(c1ccc(CS(=O)Cc2ccccc2Cl)o1)N1CCN(c2ccccn2)CC1 (configuration not stated) the results were CHRM5 antagonist 0.9, CHRM5 agonist 2.4, CHO-K1 Ca antag 3.6, M4 ag 17.5, CHO-K1 Ca ag 6.0, CHO-K1 Ca PAM -17.6, M5 PAM 1.1, M4 PAM -19.2 and M4 antag -10.3.
Screening Cn1c(=O)[nH]c(=O)c2c1nc(SCCN1CCOCC1)n2Cc1ccccc1 returned CHRM5 antagonist -6.0, CHRM5 agonist -2.0, CHO-K1 Ca antag -4.5, M4 ag 1.1, CHO-K1 Ca ag 0.3, CHO-K1 Ca PAM 23.6, M5 PAM 4.5, M4 PAM -2.7 and M4 antag -1.4.
Screening COC(=O)c1ccc(C(=O)Nc2nc3cc(N)c(C)cc3s2)cc1 returned CHRM5 antagonist -6.9, CHRM5 agonist -4.0, CHO-K1 Ca antag -8.7, M4 ag 1.2, CHO-K1 Ca ag 6.7, CHO-K1 Ca PAM 14.7, M5 PAM 6.8, M4 PAM 8.7 and M4 antag -9.9.
Screening CCOc1cccc(-c2nn3c(-c4ccco4)nnc3s2)c1 returned CHRM5 antagonist -6.0, CHRM5 agonist -1.5, CHO-K1 Ca antag 2.8, M4 ag -0.7, CHO-K1 Ca ag 0.0, CHO-K1 Ca PAM 11.8, M5 PAM 0.3, M4 PAM 1.7 and M4 antag 1.7.
`CC1(C)CC(=O)N(CC(=O)N2CCN(c3ncccn3)CC2)c2ccccc2S1(=O)=O` gave CHRM5 antagonist 3.6, CHRM5 agonist -2.7, CHO-K1 Ca antag -4.6, M4 ag 1.1, CHO-K1 Ca ag 0.2, CHO-K1 Ca PAM 13.4, M5 PAM -0.8, M4 PAM 10.2 and M4 antag -12.3.
For CCCCc1ccc(N=N/C(C(=O)Nc2cc(OC)c(NC(C)=O)cc2OC)=C(/C)O)cc1 the results were CHRM5 antagonist -6.8, CHRM5 agonist -2.4, CHO-K1 Ca antag -6.8, M4 ag 0.6, CHO-K1 Ca ag 0.2, CHO-K1 Ca PAM 13.8, M5 PAM 7.7, M4 PAM 1.0 and M4 antag -4.2.
`Cc1ccsc1-c1cc2nc(Nc3ccc(F)cc3)n(C)c(=O)c2s1` gave CHRM5 antagonist 10.2, CHRM5 agonist 0.3, CHO-K1 Ca antag 17.4, M4 ag 0.8, CHO-K1 Ca ag 0.0, CHO-K1 Ca PAM -4.3, M5 PAM -3.3, M4 PAM 0.5 and M4 antag 1.3.
Cc1cc(C)n2nc(SCCCC(=O)c3ccccc3)nc2n1 was read as CHRM5 antagonist 6.5, CHRM5 agonist -1.4, CHO-K1 Ca antag -5.1, M4 ag 2.1, CHO-K1 Ca ag 1.8, CHO-K1 Ca PAM -1.0, M5 PAM -5.6, M4 PAM -4.0 and M4 antag -3.2.
CCN1C(=O)c2ccccc2Sc2ccc(C(=O)NC(C)C)cc21 was read as CHRM5 antagonist 8.8, CHRM5 agonist -6.0, CHO-K1 Ca antag 1.9, M4 ag 0.2, CHO-K1 Ca ag 5.1, CHO-K1 Ca PAM -9.7, M5 PAM -2.3, M4 PAM 1.0 and M4 antag 4.1.
`Cc1c(S(=O)(=O)N2CCOCC2)c(=O)n(C)c(=O)n1C` gave CHRM5 antagonist 2.1, CHRM5 agonist 1.3, CHO-K1 Ca antag 3.8, M4 ag -0.7, CHO-K1 Ca ag -0.1, CHO-K1 Ca PAM -0.2, M5 PAM 1.0, M4 PAM -1.5 and M4 antag -3.5.
Screening COC(=O)CNC(=O)CN1C(=O)N(c2ccccc2)C(N(O)C(=O)Nc2ccccc2)C1(C)C (configuration not stated) returned CHRM5 antagonist -4.1, CHRM5 agonist -1.6, CHO-K1 Ca antag -6.7, M4 ag 1.1, CHO-K1 Ca ag 0.3, CHO-K1 Ca PAM 12.3, M5 PAM 4.2, M4 PAM 5.7 and M4 antag 5.1.
For COc1ccc(-n2c(Cn3c(=O)sc4ccccc43)nnc2SC)cc1 the results were CHRM5 antagonist -9.4, CHRM5 agonist -0.6, CHO-K1 Ca antag -0.7, M4 ag -0.1, CHO-K1 Ca ag -0.3, CHO-K1 Ca PAM 6.7, M5 PAM -2.3, M4 PAM 12.2 and M4 antag -33.7.
For COc1cccc(C2Nc3ccc4ccccc4c3C3=C2C(=O)CC(C)(C)C3)c1OCC(=O)O (configuration not stated) the results were CHRM5 antagonist -0.3, CHRM5 agonist -0.3, CHO-K1 Ca antag -13.1, M4 ag 0.5, CHO-K1 Ca ag 0.1, CHO-K1 Ca PAM 2.0, M5 PAM 3.5, M4 PAM 4.5 and M4 antag 2.1.
For COc1ccc(S(=O)(=O)N(C)c2ccc(C(=O)NCC3CCCO3)cc2)cc1 (configuration not stated) the results were CHRM5 antagonist 0.7, CHRM5 agonist -0.1, CHO-K1 Ca antag -5.1, M4 ag 0.8, CHO-K1 Ca ag 0.4, CHO-K1 Ca PAM 14.3, M5 PAM 0.0, M4 PAM -3.9 and M4 antag 2.8.
For COC1=C(N2CCOCC2)C(=O)c2ccccc2C1=O the results were CHRM5 antagonist 0.1, CHRM5 agonist 1.8, CHO-K1 Ca antag -21.3, M4 ag 1.1, CHO-K1 Ca ag 0.9, CHO-K1 Ca PAM 24.8, M5 PAM 8.6, M4 PAM 8.7 and M4 antag -0.2.
CCOC(=O)c1cc(C(=O)OCC)cc(-n2cc(O)c(C(=O)OCC)n2)c1 was read as CHRM5 antagonist -0.8, CHRM5 agonist 3.1, CHO-K1 Ca antag -17.0, M4 ag 0.7, CHO-K1 Ca ag 0.3, CHO-K1 Ca PAM 10.8, M5 PAM -0.3, M4 PAM 12.6 and M4 antag -20.7.
Screening CC(C)(/C=N/O)/[N+]([O-])=C/c1ccccc1C(F)(F)F returned CHRM5 antagonist -1.2, CHRM5 agonist -1.2, CHO-K1 Ca antag -8.0, M4 ag 1.9, CHO-K1 Ca ag 0.3, CHO-K1 Ca PAM 15.6, M5 PAM 2.4, M4 PAM 17.5 and M4 antag -5.5.
`O=c1n2c(c(O)n1C1CCCCC1)C(c1ccccc1)=Nc1ccccc1C2` gave CHRM5 antagonist -0.8, CHRM5 agonist 1.1, CHO-K1 Ca antag -23.7, M4 ag 0.6, CHO-K1 Ca ag 0.9, CHO-K1 Ca PAM 9.7, M5 PAM -1.9, M4 PAM -3.1 and M4 antag -10.1.
Screening COc1ccc(OC)c(Cc2nnc(CCC(=O)NC3CCCCCCC3)o2)c1 returned CHRM5 antagonist 0.7, CHRM5 agonist -11.0, CHO-K1 Ca antag -5.8, M4 ag 1.3, CHO-K1 Ca ag 0.8, CHO-K1 Ca PAM 7.1, M5 PAM 0.2, M4 PAM -22.3 and M4 antag 24.1.
`O=C(c1cc(S(=O)(=O)N2CCOCC2)c(Cl)cc1Cl)N1CCCC1` gave CHRM5 antagonist -1.9, CHRM5 agonist 1.0, CHO-K1 Ca antag -9.0, M4 ag 1.7, CHO-K1 Ca ag 0.7, CHO-K1 Ca PAM -8.8, M5 PAM -0.1, M4 PAM 2.3 and M4 antag 3.0.
`CCC(Cc1ccccc1)NS(=O)(=O)c1ccc2c(c1)NC(=O)CO2` (configuration not stated) gave CHRM5 antagonist 6.2, CHRM5 agonist -2.9, CHO-K1 Ca antag -14.4, M4 ag 3.0, CHO-K1 Ca ag 5.0, CHO-K1 Ca PAM 16.0, M5 PAM -4.7, M4 PAM 4.4 and M4 antag -2.9.
CCOC(=O)c1c(C)[nH]c(C(=O)C(C)Sc2ccc(Cl)cc2)c1C (configuration not stated) was read as CHRM5 antagonist 6.6, CHRM5 agonist 0.5, CHO-K1 Ca antag -5.1, M4 ag 4.9, CHO-K1 Ca ag 3.4, CHO-K1 Ca PAM 7.2, M5 PAM -9.9, M4 PAM -8.5 and M4 antag 2.9.
Screening CC1CC(=O)Nc2ccccc2N1C(=O)Cn1cnc2ccc(Br)cc2c1=O (configuration not stated) returned CHRM5 antagonist 6.8, CHRM5 agonist 2.6, CHO-K1 Ca antag -2.7, M4 ag 1.4, CHO-K1 Ca ag 0.0, CHO-K1 Ca PAM -1.1, M5 PAM -2.9, M4 PAM 4.1 and M4 antag -4.6.
Cc1ccc([N+](=O)[O-])cc1N=Cc1ccc(Br)s1 was read as CHRM5 antagonist -1.9, CHRM5 agonist 0.9, CHO-K1 Ca antag -6.0, M4 ag 0.6, CHO-K1 Ca ag 0.1, CHO-K1 Ca PAM 4.8, M5 PAM -2.0, M4 PAM -0.4 and M4 antag -0.3.
O=C(Nc1ccc(N2CCN(c3ccc(C(F)(F)F)cn3)CC2)nc1)c1cccs1 was read as CHRM5 antagonist 9.0, CHRM5 agonist 0.3, CHO-K1 Ca antag 13.4, M4 ag 0.1, CHO-K1 Ca ag -0.3, CHO-K1 Ca PAM -27.3, M5 PAM -2.8, M4 PAM 5.1 and M4 antag -4.3.
For O=C(COC(=O)Cc1ccsc1)Nc1ccc(Cl)cn1 the results were CHRM5 antagonist -5.5, CHRM5 agonist -5.7, CHO-K1 Ca antag -14.6, M4 ag 2.2, CHO-K1 Ca ag 1.8, CHO-K1 Ca PAM 15.1, M5 PAM -2.4, M4 PAM -0.6 and M4 antag -15.2.
